hERG WT inh – blocks the wildtype human KCNH2 potassium channel. 0.37% of 340,000 active. activity change, % at 1.84 µM. U2OS, BacMam KCNH2, thallium flux FluxOr; active compounds read low. Q12809;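 active means maximum activity change below -70%; inconclusive means maximum activity change between -70% and -50%; inactive means maximum activity change above -50%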; further: on the % scale 0 is the no-effect control and ±100 the full control effect
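U2OS cells were transduced with wild-type KCNH2 virus (2.03 x 10^8 / mL) for 4 h at room temperature, then cultured overnight at 37 C. Thallium flux was read with FluxOr dye. Rate constants were normalized to DMSO controls.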
MBNL1-CUG inh – MBNL1-poly(CUG) RNA binding inhibition. 0.036% of 280,000 active. TR-FRET MBNL1-His/biotin-(CUG)12 binding, 665/545 ratio. AID 2675. Potency, µM (highest dose often 57.5 µM), inactives show at the top dose activity change, negative = inhibition, usual class: inhibitors. Q9NR56; active means well fitted inhibition curve with a large enough effect in the signal ratio, with a control signal flat, not every such curve was filed as active; inconclusive means small, poorly fitted or top-dose-only effect, or effect the other way, or a change in a side signal; inactive means no such curve, though single readings can be large or run the other way; the % refers to the signal ratio; further: potency means the concentration at half of the fitted maximal effect; on the % scale 0 is the no-effect control and ±100 the full control effect
Target sequence (Q9NR56 whole entry, looked up): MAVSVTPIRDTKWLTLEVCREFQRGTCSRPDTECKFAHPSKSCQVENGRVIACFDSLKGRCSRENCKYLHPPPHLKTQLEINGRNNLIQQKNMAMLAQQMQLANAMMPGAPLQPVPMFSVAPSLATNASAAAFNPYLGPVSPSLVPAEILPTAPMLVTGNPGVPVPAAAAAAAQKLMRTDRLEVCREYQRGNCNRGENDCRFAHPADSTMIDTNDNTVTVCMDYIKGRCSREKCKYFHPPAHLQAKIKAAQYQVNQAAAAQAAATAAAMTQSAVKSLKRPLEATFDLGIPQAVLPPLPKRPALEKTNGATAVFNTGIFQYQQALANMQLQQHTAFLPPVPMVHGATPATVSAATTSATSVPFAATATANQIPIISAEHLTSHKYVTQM
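TR-FRET readout: Ex 340 nm, 665/545 nm emission ratio, normalized to buffer-only (basal) and MBNL1-(CUG)12 controls. Complex of MBNL1-His with Biotin-(CUG)12, compounds 92 nM–58 uM, incubated 60 min at room temperature.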
Eya2 inh – inhibitors of human Eya2 phosphatase activity. AID 488837. 0.006% of 330,000 active. recombinant Eya2, OMFP fluorescence dephosphorylation (OMFP is methylfluorescein phosphate). Potency, µM (series often up to 76.9 µM), inactives show at the top dose activity, negative = inhibition, actives largely listed as inhibitors; further: potency means the concentration at half of the fitted maximal effect; on the % scale 0 is the no-effect control and ±100 the full control effect
Target sequence (O00167 whole entry, looked up): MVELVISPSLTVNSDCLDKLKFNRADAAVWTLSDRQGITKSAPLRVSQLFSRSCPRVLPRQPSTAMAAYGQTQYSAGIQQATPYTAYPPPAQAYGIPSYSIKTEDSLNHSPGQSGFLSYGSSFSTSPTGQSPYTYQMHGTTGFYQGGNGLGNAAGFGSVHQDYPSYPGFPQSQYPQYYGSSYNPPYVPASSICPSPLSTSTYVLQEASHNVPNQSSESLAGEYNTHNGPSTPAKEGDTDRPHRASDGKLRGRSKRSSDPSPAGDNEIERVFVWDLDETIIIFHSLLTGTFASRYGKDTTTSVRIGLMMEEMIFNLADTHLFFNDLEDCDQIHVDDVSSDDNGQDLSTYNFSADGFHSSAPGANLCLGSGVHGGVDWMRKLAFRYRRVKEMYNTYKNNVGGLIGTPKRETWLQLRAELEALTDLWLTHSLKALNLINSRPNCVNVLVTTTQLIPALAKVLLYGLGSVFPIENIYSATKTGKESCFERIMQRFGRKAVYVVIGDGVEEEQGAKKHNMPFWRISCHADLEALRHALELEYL
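Eya2 (0.2 uM) preincubated 10 min at ambient with compound, then OMFP substrate added at 50 uM; 10 min reaction in 50 mM HEPES pH 7.5, 50 mM NaCl, 5 uM MgCl2, 0.05% BSA, 1 mM DTT. Fluorescence read at Ex 485/Em 525 nm.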
USP2a inh – blocks human ubiquitin-specific protease USP2a; 0.01% of 330,000 active; USP2 core, Ub-CHOP2 coupled fluorogenic reporter, 485/531; Potency, µM (doses to about 38.3 µM), for the others: at the top dose activity change, negative = inhibition, actives largely listed as inhibitors;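 further: potency means the concentration at half of the fitted maximal effect; plate controls were DMSO wells for no effect and full inhibition by NEM control for full effect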
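USP2 core (10nM final) preincubated 30min RT with compound in 20mM Tris-HCl pH 8.0, 2mM CaCl2, 2mM beta-mercaptoethanol, 0.05% CHAPS; 25nM Ub-CHOP2 plus 25nM reporter substrate added, fluorescence (Ex485/Em531) read after 60min.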
Chronic BCR inh – blocks chronic active B-cell receptor signaling. 0.05% of 340,000 active. Potency, µM (highest dose often 46.1 µM), without a hit: at the top dose ratio change, negative = lower green/red ratio, most hits filed as inhibitors. ABC-DLBCL IkBa-CBG/CBR reporter, luminescence ratio, 4 h. AID 493014; active means well fitted inhibition curve with a large enough effect in the signal ratio, with a control signal flat, not every such curve was filed as active; inconclusive means small, poorly fitted or top-dose-only effect, or effect the other way, or a change in a side signal; the % refers to the signal ratio;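 further: potency means the concentration at half of the fitted maximal effect; plate controls were basal doxycycline-induced cells for no effect and cells given 10 µM MG132 for full effect; MG132 reads +100%, hits lower the ratio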
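Concentration-response series (up to 46 uM) were applied to TMD8 dual-reporter cells for 4 h at 37C with doxycycline. Green/red ratio, after filter-overlap correction, defined %Activity; red signal alone was normalised to basal cells and zero luminescence.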
TSHR antag – human thyrotropin receptor antagonism; P16473; TSHR-expressing cells, TSH-stimulated cAMP HTRF, 2 h; active compounds read low; 0.2% of 330,000 active; AID 504810; activity change, negative = inhibition, % at 11.5 µM;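 active means activity change below a set negative limit, meaning inhibition stronger than a set level, cut at about -70% in these data; inconclusive means activity change between two set negative limits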; further: on the % scale 0 is the no-effect control and ±100 the full control effect
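Antagonism was scored as loss of TSH-driven cAMP in TSHR cells, stimulated with 4nM TSH (EC80) for 2 hours at 37 deg C and detected by homogeneous HTRF competition immunoassay.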
GALK inh – inhibitors of human galactokinase. Potency, µM (top dose mostly 57.5 µM), without a hit: top-dose activity change, negative = inhibition, usual class: inhibitors. P51570. Purified GALK, Kinase-Glo residual ATP luminescence. AID 1868. 0.007% of 270,000 active; further: potency means the concentration at half of the fitted maximal effect; on the % scale 0 is the no-effect control and ±100 the full control effect
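Kinase-Glo Plus luminescence measured ATP left after a 1 h room-temperature reaction. The reaction used 5 nM GALK, 100 uM galactose and 35 uM ATP at pH 8.0 (20 mM HEPES, 5 mM MgCl2, 60 mM NaCl, 1 mM DTT, 0.01% BSA).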
S-ASM inh – inhibitors of human secretory acid sphingomyelinase. P17405. placental ASM, HMU-PC fluorogenic substrate, 60 min. Potency, µM (titrated, usually from 57.5 µM), for inactives: at the top dose activity change, negative = inhibition, usual class: inhibitors. 0.006% of 340,000 active. AID 504937; further: potency means the concentration at half of the fitted maximal effect
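HMU-PC0 cleavage (9 uM final) by human placental ASM, 60 min at 37 °C following 10 min compound exposure at RT; stopped at pH 10, fluorescence Ex 386/Em 447 nm.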
Menin-MLL TR inh – menin-MLL binding inhibition, Texas Red mutant peptide; O00255; Menin + Texas Red MLL mutant peptide, fluorescence polarization; Potency, µM (titrated, usually from 61.6 µM), for inactives: top-dose FP activity change, negative = inhibition, actives largely listed as inhibitors; 0.23% of 270,000 active; AID 1768; active means well fitted inhibition curve with a large enough effect in the polarisation, with a control signal flat, not every such curve was filed as active; inconclusive means small, poorly fitted or top-dose-only effect, or effect the other way, or a change in a side signal; inactive means no such curve, though single readings can be large or run the other way; the % refers to the polarisation; further: potency means the concentration at half of the fitted maximal effect; % of control where 0% means no effect; many of its hits are not listed in these tables
Mito fusion yeast – blocks mitochondrial division or promotes mitochondrial fusion | S. cerevisiae fusion-defective mutant growth rescue, CellTiterGlo 48 h | Potency, µM (doses to about 46.1 µM), for inactives: at the highest dose growth rescue (activation), usual class: activators | 0.23% of 320,000 active | AID 485298;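 further: potency means the concentration at half of the fitted maximal effect; % of control where 0% means no effect; nearly all actives have a fitted effect of over 45% in size; temperature-sensitive fusion mutants such as fzo1-1 at 37 °C on non-fermentable ethanol glycerol medium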
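Luminescent cell viability in 1536-well qHTS format served as the measure of rescued growth in ts fusion-mutant S. cerevisiae cultured on non-fermentable YPEG for 48 hours at 37C.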
PKM2 activator – increases activity of human pyruvate kinase M2. P14618. purified PKM2, Kinase-Glo ATP luminescence, activation; response scale: 0% is enzyme alone, no compound. Potency, µM (doses to about 57.5 µM), for the others: top-dose activation, actives largely listed as activators. 0.34% of 260,000 active. AID 1631; further: potency means the concentration at half of the fitted maximal effect; on the % scale 0 is the no-effect control and ±100 the full control effect; nearly all actives have a fitted effect of over 55% in size
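hPK-M2, >95% pure; 0.1 mM ADP / 0.5 mM PEP final; imidazole pH7.2 buffer w/ 7 mM MgCl2, 50 mM KCl; 1 h RT; Kinase-Glo lum. Intermediate enzyme activity for dual inhibitor/activator qHTS.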
* marks the source's active call; other numbers are inactive results; ? = inconclusive; nt = no result given; [ ] = dose if it differs, or a comment. Unless noted, the call rests on the fitted dose curve; in most records, active means well fitted curve in the direction sought with a large enough effect; inconclusive means small, poorly fitted or top-dose-only effect, or another doubt; inactive means no such curve, though single readings can be large; an effect the other way counts as inactive or inconclusive. Only part of the results is shown; rates above refer to the full screens.

smiles	hERG WT inh	MBNL1-CUG inh	Eya2 inh	USP2a inh	Chronic BCR inh	TSHR antag	GALK inh	S-ASM inh	Menin-MLL TR inh	Mito fusion yeast	PKM2 activator
O=C(CSCc1c(Cl)cccc1Cl)Nc1ccccc1-c1ccccc1	30	-13%	1%	2%	-1%	-11	nt	-3%	10%	20%	1%
C#CC[N+]1(CC#Cc2ccc(C#CC[N+]3(CC#C)CCOCC3)cc2)CCOCC1	-6	4%	1%	-1%	12%	-5	0%	-5%	-2%	0%	6%
Cc1cccc(C(=O)Nc2nc3ccc(S(C)(=O)=O)cc3s2)c1	12	115%[activator]	7%	1%	?	6	1%	-8%	1%	-2%	0%[11.5 µM]
CC(C)(C)[C@H]1C=C(C(=O)NCc2ccccc2)O[C@@H](OCc2ccc(CO)cc2)C1	-16	1%	-23%	-6%	-5%	-5	6%	-2%	6%	16%	4%
Cc1cc(C)cc(Nc2nc3c(S(=O)(=O)c4ccccc4)nnn3c3ccccc23)c1	-7	nt	-1%	1%	3%	-5	0%	74%[activator]	8%	0%	1%
O=C(CSC(=S)N1CCCC1)Nc1cc2c(cc1Br)OCCO2	4	-7%	-15%	0%	?	-8	-2%	-1%	-2%	1%	1%
CC(=O)Nc1ccc(S(=O)(=O)NCC(=O)OCC(=O)c2ccc[nH]2)cc1	12	nt	4%	1%	8%	4	nt	1%	nt	nt	nt
COc1ccccc1C(c1nnnn1CC1CCCO1)N1CCC(C(N)=O)CC1 (configuration not stated)	-5	-6%	10%	-2%	12%	-4	-3%	5%	2%	0%	2%
Cn1nc(-c2ccc(Cl)cc2)c2cc(C(=O)N3CCN(c4ccccc4)CC3)sc21	10	-6%	9%	0%	-11%	-7	-2%	-19%	-3%[11.7 µM]	0%	2%
COc1ccc(-c2csc3nc(-c4ccccc4)oc(=O)c23)cc1OC	-3	11%	5%	3%	1%	-31	0%	-3%	27%	-13%	12%
Cc1ccc(NS(=O)(=O)c2ccc(CCC(=O)NCc3ccccn3)cc2)cc1	-4	-3%	5%	3%	-1%	8	3%	2%	?	0%	-3%
CCN(CC(=O)Nc1c(F)cccc1F)C(=O)CCCOc1ccc(OC)cc1	7	nt	22%	0%	5%	-6	nt	-1%	nt	2%	nt
O=C(NCCCN1CCOCC1)c1ccc(Sc2ccccc2Cl)c([N+](=O)[O-])c1	5	?	-5%	-2%	-2%	4	-2%	-4%	12%	12%	3%
COc1ccc(/C=C(\C#N)C(=O)NCc2cccs2)cc1OC	8	nt	0%	1%	-1%	-3	0%	6%	8%	-6%	4%
CCc1nnc(NC(=O)CN2C(=O)/C(=C/c3ccc(OC)c(OC)c3)SC2=S)s1	nt	14%	-11%	3%	0%	-35	8%	nt	-18%	0%	0%
FC(F)(F)c1nc(NCc2ccccc2)c2nnn(Cc3ccccc3)c2n1	26	-11%	1%	1%	-1%	53	-4%	1%	-3%	1%	-2%[11.5 µM]
CCCSc1nnc(-c2c[nH]c3ccccc23)n1CC	1	-1%	-23%	0%	?	-13	0%	-1%	-7%	5%	?
COc1ccccc1NC(=O)CN1CCN(c2ccccn2)CC1	-1	4%	-18%	1%	?	-1	0%	-1%	4%	1%	9%
COc1ccc(/C=N/N2C(=O)CSC2=S)cc1Br	-1	nt	17%	2%	14%	16	nt	-14%	nt	2%	nt
O=C(Nc1ccc(-n2cccn2)cc1)C1CCN(Cc2ccsc2)CC1	51	4%	-7%	5%	8%	5	-1%	0%	nt	-2%	nt
Cc1cccc(C)c1N1CCN(S(=O)(=O)N(C)C)CC1	-27	-4%	-4%	1%	-8%	-6	-1%	2%	0%	0%	-1%
O=C(COC(=O)CNS(=O)(=O)c1c(F)cccc1F)NC(=O)NC1CCCCC1	-8	nt	-3%	0%	0%	-1	nt	6%	nt	4%	nt
NC(=O)C1CC(=O)N(c2ccc(OCC(=O)Nc3ccc(F)cc3)cc2)C1 (configuration not stated)	-1	nt	9%	2%	?	43	nt	1%	nt	5%	nt
Cc1cccc(/C=N\NC(=O)c2csnn2)c1	3	7%	-5%	1%	?	26	0%	1%	-14%	0%	-13%
COc1ccc(S(=O)(=O)Cc2ccc(C(=O)NC3CCC(C)CC3)o2)cc1 (configuration not stated)	6	-4%	3%	1%	3%	-10	0%	-1%	1%	-7%	1%
C=CCSc1nnc(-c2ccccc2NC(C)=O)c(=O)[nH]1	-2	?	5%	-1%	-2%	-14	1%	-3%	-25%	-4%	16%
CCOc1cccc(-c2csc(C3COc4ccccc4O3)n2)c1 (configuration not stated)	-6	-8%	-2%	3%	3%	5	-1%	1%	-12%	0%	0%
Cc1ccc(C(=O)Nc2nn(C)c3cccc(F)c23)cc1	0	nt	15%	0%	?	6	-2%	-2%	nt	-2%	16%
CCCCN(C(=O)c1ccc(N2C(=O)c3ccccc3C2=O)cc1)c1c(N)n(CC(C)C)c(=O)[nH]c1=O	-5	nt	4%	1%	?	6	nt	0%	nt	-3%	nt
Cc1ccc(S(=O)(=O)N2CCN(C(=O)CSc3nnnn3C)C2)cc1	0	2%	1%	-3%	?	-7	-1%	0%	-3%	-3%	15%
COc1ccccc1CCNC(=O)C(=O)NCC1OCCN1S(=O)(=O)c1ccc2c(c1)OCCO2 (configuration not stated)	-6	3%	-12%	-6%	-5%	12	-2%	0%	nt	9%	6%
COc1cccc(CN(C)C(=O)CCC(=O)c2cc(Br)ccc2OC)c1	2	nt	-9%	3%	-1%	-9	nt	-2%	nt	nt	nt
CC(=O)Nc1ccc(S(=O)(=O)Nc2ccccn2)cc1	0	-2%	2%	-1%	-3%	-10	6%	19%	17%	5%	-5%
CCCc1nc(NCc2ccccc2)c(C#N)c2c1CCCC2	-19	11%	8%	-1%	5%	-14	1%	-1%	-14%	-4%	-10%
CCCCNC(=O)C(CC)Sc1nc2sc(C(=O)OC)c(C)c2c(=O)n1N (configuration not stated)	11	9%	-2%	0%	0%	4	-1%	-3%	nt	1%	-5%
O=C(COC(=O)c1cc(=O)[nH]c2ccccc12)Nc1ccccc1F	3	nt	2%	0%	-8%	2	nt	11%	nt	nt	nt
c1ccc(Nc2ccccc2)cc1	3	nt	23%	0%	?	17	nt	-2%	nt	-5%	nt
O=C(OCCN1C(=O)c2cccc3c(N4CCOCC4)ccc(c23)C1=O)c1cc(Cl)cc(Cl)c1	nt	nt	4%	8%	0%	-5	1%	nt	9%	-3%	-1%
COC(=O)CSc1nc2ccc(NC(=O)CSc3nnnn3Cc3ccccc3)cc2s1	-3	11%	-18%	-2%	3%	-31	-1%	-2%	?	1%	0%
COc1ccccc1OCC(=O)Nc1cccc(S(=O)(=O)NC2=NCCCCC2)c1	2	nt	2%	-1%	2%	5	nt	5%	nt	-1%	nt
COc1ccc(/C=C2\SC(=O)N=C2N)cc1OC	-16	nt	-1%	6%	-22%	-4	-1%	13%	-9%	-2%	1%
CC1(C(=O)CSc2ncn[nH]2)CCC(=O)O1 (configuration not stated)	nt	13%	-16%	0%	2%	3	3%	nt	-1%	-1%	-6%
O=C(O)CCCC(=O)N1CCC(C(O)(c2ccccc2)c2ccccc2)CC1	2	0%	6%	0%	4%	-2	1%	1%	-1%	-1%	1%
C#CCOCCOCCOCCNc1nc(N2CCN(C(=O)C([C@@H](C)O)n3cc([C@@H](N)CCCCN)nn3)CC2)nc(N2CCN(C(=O)[C@H](CCCCN)n3cc([C@@H](N)CC(N)=O)nn3)CC2)n1 (some centres not stated)	nt	nt	11%	2%	0%	4	nt	8%	nt	nt	nt
CC(=O)Nc1ccc(S(=O)(=O)n2nc(C)cc2C)cc1	5	-7%	-29%	-1%	4%	-2	3%	4%	-2%	2%	30%
CCOc1ccc(NC(=O)CN(C)C(=O)Cn2c(=O)cnc3ccccc32)cc1OCC	-8	nt	-8%	2%	0%	26	nt	-2%	nt	0%	nt
